# Compound activity (PubChem)
# Hep lipid drop: modulators of hepatic lipid droplet formation. AML12 mouse hepatocytes, oleate lipid droplets, BODIPY imaging. inhibition, % at 6.5 µM. 240,000 tested, 0.4% active. AID 1656;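 active = lipid droplet intensity inhibited by at least 50%, with more than 500 cells counted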
#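 Assay system: AML12 hepatocytes (mouse); Probe or stimulus: oleic acid at 100 µM to induce lipid droplet formation; Dosing: compound at 6.5 µM only; Schedule: compound with oleate, overnight; Detection: fluorescence imaging, 20x objective, two fields per well; Measure: % inhibition of lipid droplet signal.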
# M17LAP inhibition: P. falciparum M17LAP inhibitors, primary screen, biochemical, fluorogenic H-Leu-NHMec substrate, 1536-well (AID 1619) | recombinant M17LAP, H-Leu-NHMec fluorogenic kinetic assay; higher % means a stronger effect | inhibition, % at 30 µM, or IC50 in µM where a hit was titrated | 220,000 tested, 0.38% active;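 active = compound inhibiting the enzyme by more than half at any dose during confirmatory dose-response retesting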;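 also: plate controls were full reaction with DMSO carrier for no effect and no enzyme background for full effect; strong numbers were not always called active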
# human PMI inhibitors: MPI inhibition at elevated mannose 6-phosphate – biochemical, fluorescence intensity, high mannose 6-phosphate, primary screen (AID 1220) | one-dose inhibition, % at 20 µM; IC50 in µM for titrated hits | 190,000 tested, 0.66% active | recombinant PMI enzyme, coupled fluorescence intensity; higher % means a stronger effect
# M1AAP inhibition: malaria alanyl aminopeptidase activity blockers – biochemical, fluorogenic H-Leu-NHMec substrate, 1536-well (AID 1445) | 220,000 tested, 0.42% active | recombinant M1AAP, H-Leu-NHMec fluorogenic kinetic assay; higher % means a stronger effect | inhibition, % at 30 µM, or IC50 in µM where a hit was titrated;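 active = primary inhibition above the hit cutoff, then over 50% inhibition at one or more dose response concentrations, cut at about 23% in these data, passing the limit was not always enough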;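 also: plate controls were DMSO full reaction for no effect and no enzyme background for full effect; strong numbers were not always called active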
# SIAH1 antagonists: Siah-1 peptide-binding antagonists, primary screen, biochemical, fluorescence polarization, rhodamine-plectin, uHTS (AID 1817); Siah-1 / rhodamine-plectin peptide fluorescence polarization; higher % means a stronger effect; displacement, % at 20 µM; hits with a dose series show IC50 in µM; 290,000 tested, 0.02% active;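 active = displacement of at least 50% at 20 µM, with a fluorescence ratio check between 0.3 and a set limit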;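 also: plate controls were Siah plus tracer with DMSO for no effect and tracer alone without Siah for full effect; strong numbers were not always called active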
# XIAP displacement: small molecules displacing peptide from XIAP – biochemical, IAP family, fluorescence polarization (AID 1018). XIAP BIR domain, fluorescence polarization peptide displacement; higher % means a stronger effect. one-dose displacement, % at 20 µM; IC50 in µM for titrated hits. 200,000 tested, 0.007% active; in the data active = displacement above about 50%; also: a part of the inactive calls stands beside numbers as strong as those of hits
# PMI inhibitors: MPI enzyme activity inhibition – biochemical, fluorescence intensity, coupled assay, primary screen (AID 1209); purified PMI enzyme, coupled fluorescence intensity; higher % means a stronger effect; inhibition, % at 20 µM, or IC50 in µM where a hit was titrated; 190,000 tested, 0.42% active;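 also: plate controls were DMSO vehicle for no effect and wells lacking substrate for full effect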
# K1F lysis inhibition: inhibition of K1F phage lysis, E. coli UTI89, bacterial capsule biogenesis inhibitors, alamar blue (AID 488966). 340,000 tested, 0.02% active. inhibition, % at 100 µM; hits with a dose series show IC50 in µM. E. coli UTI89 K1F phage lysis, alamar blue, 2 h; higher % means a stronger effect;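 active = phage lysis inhibition, versus mean bacterial control, above a set limit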;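 also: capsule biogenesis inhibitors block K1F phage lysis so surviving cells raise fluorescence; higher fluorescence means more inhibition of phage lysis; actives were called in the ten point dose series up to 300 µM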
# TNAP activation fold: human TNAP enzyme activators, primary screen, biochemical, luminescent, no phosphate acceptor, uHTS (AID 1001); 200,000 tested, 0.03% active; one-dose activation fold at 20 µM; EC50 in µM for titrated hits; purified TNAP, luminescent activation assay, no phosphate acceptor; higher activation fold means a stronger effect; in the data active = activation fold from about 3, or a potency from the dose series; inactive = the rest, 99 in 100 with activation fold below about 1.6; also: many of its hits are not listed in these tables
# Hep lipid drop cells 6.5 µM: further read-out of Hep lipid drop, marked with its call; cell count; measured here: cell count, cytotoxicity flag;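 cells counted across two imaged fields per well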
# Numbers without * were called inactive; nt = no result given; [ ] = remark or other dose. Rule as the data show it, unless noted: active = inhibition above about 50%; inactive = the rest.
# Screens in order – TNAP activation fold	Hep lipid drop	SIAH1 antagonists	Hep lipid drop cells 6.5 µM	M17LAP inhibition	human PMI inhibitors	K1F lysis inhibition	XIAP displacement	PMI inhibitors	M1AAP inhibition
O=C(CSc1nnnn1-c1ccc(Cl)c(C(=O)O)c1)NC(c1ccccc1)c1ccccc1
    nt	6	-7%	654	-5%	nt	-0.1%	nt	nt	0%
CCc1ccc(-c2cc(C(F)(F)F)n3nc(C(=O)Nc4c(C)nn(Cc5ccccc5Cl)c4C)cc3n2)s1
    1	8	4%	783	2%	16%	0.3%	-8.7%	15%	-2%
CC1(C)CC(=O)C(C=Nc2ccccc2C(=O)O)=C(O)C1
    1	nt	3%	nt	24%	9%	-0.7%	1.0%	6%	9%
COc1ccc(C2C(C(=O)NCc3ccco3)c3ccccc3C(=O)N2C)cc1 (stereo not given)
    1.1	18	2%	694	14%	2%	0.1%	-3.5%	-3%	7%
Cc1cc(-c2ccc(Cl)s2)n[nH]1
    0.4	nt	5%	nt	14%	2%	-6.1%	-1.7%	5%	4%
O=C(C1CCN(S(=O)(=O)c2cccc3cccnc23)CC1)N1CCn2c1nc1ccccc12
    1.1	nt	3%	nt	5%	0%	-1.8%	-7.1%	-1%	-5%
C=CCN(C)CC/C=C1\c2ccccc2CSc2ccccc21
    1.1	-4	2%	741	10%	-1%	1.8%	1.7%	-3%	3%
Cn1c(=O)c2c(ncn2CC(=O)Nc2cc(Cl)c(Cl)cc2Cl)n(C)c1=O
    1.1	nt	0%	nt	nt	1%	nt	-5.4%	-4%	nt
CCCCCCn1c(CN2CCN(C)CC2)nc2c1c(=O)n(C)c(=O)n2C
    1.1	-76	-4%	747	-5%	-2%	0.5%	-19%	0%	1%
COc1ccc(N2CCN(C(=O)CNC(=O)c3ccc(C(C)(C)C)cc3)CC2)cc1
    1.1	13	-2%	781	0%	6%	0.1%	-7.5%	8%	4%
CCOC(=O)CN1C(=O)CSc2ccccc21
    1.1	nt	4%	nt	9%	5%	2.0%	-5.2%	10%	-3%
O=C1C(Cc2c[nH]c3ccccc23)NC(=S)N1Cc1ccccc1 (stereo not given)
    1.1	-24	1%	648	13%	-2%	nt	14%	7%	7%
Nc1nnc(SCC(=O)N2CCN(Cc3ccccc3)CC2)s1
    1.2	-6	5%	704	2%	-4%	9.5%	-3.7%	-2%	14%
Cc1ccc(NC(=S)NNC(=O)Nc2ccccc2)cc1
    2.3	4	2%	628	8%	11%	0.1%	-6.1%	19%	-5%
CCOc1c(N2CCCCC2)c(=O)c1=O
    1.2	nt	-1%	nt	10%	5%	1.8%	-7.4%	8%	10%
CCOc1ccc(CN(C)C(C)C(=O)Nc2ccc([N+](=O)[O-])cc2Cl)cc1OC (stereo not given)
    1.2	-32	1%	526	2%	12%	-1.6%	-17%	15%	-5%
Cc1ccc(NS(=O)(=O)c2cc(C(=O)N3CCN(C)CC3)ccc2C)cc1
    1.1	-11	2%	705	7%	0%	0.2%	-5.2%	3%	1%
Cc1ccc(CCNC(=O)C2CCN(S(=O)(=O)N3CCC4(CC3)OCCO4)CC2)cc1
    1.1	nt	0%	nt	-11%	-10%	0.3%	2.9%	-5%	7%
Cc1ccc(NC(=O)Cn2cccc2C2=NC(c3ccccc3)CO2)cc1C (stereo not given)
    1	-25	-2%	656	-6%	9%	-0.6%	-7.5%	-7%	-3%
Cc1cc2oc(=O)cc(CN3CCC(C)CC3)c2cc1Cl
    0.8	nt	-2%	nt	2%	3%	0.3%	-16%	-6%	1%

# Next results follow:
# Screens in order – TNAP activation fold	Hep lipid drop	SIAH1 antagonists	Hep lipid drop cells 6.5 µM	M17LAP inhibition	human PMI inhibitors	K1F lysis inhibition	XIAP displacement	PMI inhibitors	M1AAP inhibition
COCCNC(=O)c1snc2ccc(Cl)cc12
    1	-11	-4%	626	1%	-11%	0.1%	-2.3%	-9%	10%
Cc1cc(Cl)ccc1OCCCC(=O)N1CCN(C(=O)c2ccco2)CC1
    1.2	nt	-1%	nt	21%	1%	2.3%	-7.2%	0%	17%
Cc1ccc(-c2c(C#N)c(N)nc3c2CCCCC3)cc1
    1.1	-1	2%	744	6%	-5%	4.7%	0.0%	0%	-2%
CCOC(=O)N1CCN(C(=O)C(C)N(c2ccccc2)S(C)(=O)=O)CC1 (stereo not given)
    1.1	11	9%	711	0%	-2%	0.1%	-7.1%	-1%	-1%
O=C1/C(=C/c2ccccn2)SC(=S)N1c1ccc(O)cc1
    nt	-4	0%	673	8%	nt	0.8%	nt	nt	7%
Cc1nc(CN(C)Cc2nc(Cc3cccc(F)c3)no2)cs1
    1.1	-7	1%	669	4%	3%	0.5%	-2.3%	10%	-1%
Cc1ccc2c(CN3C(=O)NC(C)(c4ccc5c(c4)OCO5)C3=O)cc(=O)oc2c1 (stereo not given)
    1.1	nt	0%	nt	-4%	-6%	5.3%	-6.7%	-4%	0%
CCOC(=O)N1CCN(C(=S)Nc2cc(OC)c(OC)cc2C(=O)OC)CC1
    1.1	nt	1%	nt	12%	5%	7.4%	0.6%	12%	3%
Cc1ccccc1OCc1nnc(SCc2cc(=O)[nH]c3ccccc23)o1
    1.2	-11	10%	638	2%	5%	0.6%	-4.3%	8%	-6%
CC12CC(c3ccccc3O1)C(C(=O)NCc1ccccc1)C(=O)N2 (stereo not given)
    1.2	nt	4%	nt	4%	-4%	0.2%	-0.7%	-7%	-1%
Cc1ccc(S(=O)(=O)N(C)C)cc1NC(=S)N1CCN(Cc2ccc3c(c2)OCO3)CC1
    1.2	-14	7%	681	-2%	6%	0.8%	-1.6%	3%	1%
O=C(CCNC(=O)Cn1ccc2ccccc2c1=O)NCCCN1CCOCC1
    1.1	2	-1%	712	-5%	11%	0.3%	-8.5%	11%	-4%
O=C(CCN1C(=O)C2C3C=CC(C3)C2C1=O)NCCN1CCCc2ccccc21 (stereo not given)
    1	nt	2%	nt	4%	-113%	-1.8%	-3.7%	-51%	2%
C/C(=N\NC(=O)c1ccc(Cl)cc1)c1ccc(N2CCOCC2)cc1
    1.1	-1	-1%	659	-13%	5%	2.8%	-6.2%	14%	3%
O=C(Nc1ccc(Br)cc1)N1CCCC(O)C1 (stereo not given)
    1.1	4	-2%	651	-8%	9%	0.7%	-9.7%	0%	-4%
c1cncc(CNc2nc(N3CCOCC3)nc(N3CCOCC3)n2)c1
    1.1	17	2%	806	0%	-2%	0.1%	-8.8%	-7%	-5%
CN1CCN(/N=C/c2ccc(-c3ccccc3)cc2)CC1
    1	4	-2%	669	0%	-8%	-1.1%	-8.1%	-6%	-2%
O=C(COC(=O)C1(c2ccccc2F)CCCC1)N1CCc2ccccc21
    1	-1	0%	677	1%	-1%	4.5%	-6.7%	1%	0%
CCOC(=O)C1/C(=N\O)CC(C)(O)C(C(=O)OCC)C1c1ccc(N(C)C)cc1 (stereo not given)
    1.1	-10	2%	755	-3%	-14%	2.6%	-3.8%	-4%	3%
Cc1c(Cl)cccc1Nc1ccccc1C(=O)O
    1	-29	0%	636	24%	-3%	-5.7%	-5.5%	-17%	6%

# The list goes on; it opens with the five that closed the last part.
# Screens in order – TNAP activation fold	Hep lipid drop	SIAH1 antagonists	Hep lipid drop cells 6.5 µM	M17LAP inhibition	human PMI inhibitors	K1F lysis inhibition	XIAP displacement	PMI inhibitors	M1AAP inhibition
c1cncc(CNc2nc(N3CCOCC3)nc(N3CCOCC3)n2)c1
    1.1	17	2%	806	0%	-2%	0.1%	-8.8%	-7%	-5%
CN1CCN(/N=C/c2ccc(-c3ccccc3)cc2)CC1
    1	4	-2%	669	0%	-8%	-1.1%	-8.1%	-6%	-2%
O=C(COC(=O)C1(c2ccccc2F)CCCC1)N1CCc2ccccc21
    1	-1	0%	677	1%	-1%	4.5%	-6.7%	1%	0%
CCOC(=O)C1/C(=N\O)CC(C)(O)C(C(=O)OCC)C1c1ccc(N(C)C)cc1 (stereo not given)
    1.1	-10	2%	755	-3%	-14%	2.6%	-3.8%	-4%	3%
Cc1c(Cl)cccc1Nc1ccccc1C(=O)O
    1	-29	0%	636	24%	-3%	-5.7%	-5.5%	-17%	6%
O=S(=O)(Nc1cccnc1)c1ccccc1
    1.1	-2	-8%	747	0%	-10%	1.0%	-5.4%	-11%	-8%
CCOC(=O)c1ccc(CNC(=O)Cn2nnc(-c3ccccc3F)n2)o1
    1.1	-6	6%	706	5%	3%	-0.1%	-3.4%	5%	1%
Cc1cccc(-n2nnnc2SCc2csc(-c3ccccc3)n2)c1
    1.1	-34	-10%	738	-4%	0%	13%	-4.7%	-6%	0%
CCCn1cc(SCC(=O)Nc2ccc3c(c2)OCO3)c2ccccc21
    1.1	9	41%	630	-1%	20%	0.1%	-5.0%	24%	10%
CCn1c(SCC(=O)Nc2nc(C)cs2)nnc1C(NC(=O)c1ccccc1Cl)C(C)C (stereo not given)
    1.1	28	4%	739	-1%	14%	1.1%	-2.7%	14%	-5%
COc1ccc(CCNC(=O)CCCOc2cc(=O)n(C)c3ccccc23)cc1OC
    1	11	0%	756	11%	13%	1.3%	-14%	2%	3%
CC1(C(=O)N2CC3(CC(c4cccc([N+](=O)[O-])c4)=NO3)C[C@H]2C(=O)NCC(N)=O)CC1 (stereo not given in full)
    1.1	nt	1%	nt	3%	-10%	1.2%	-1.5%	-8%	8%
COc1ccc(CN(C)CC(=O)Nc2ccccc2C(F)(F)F)cc1
    1.1	11	4%	668	-7%	14%	-0.1%	-6.3%	10%	-5%
Cc1nc2nc(SCC(=O)NCc3ccco3)nn2c(C)c1Cc1ccccc1
    1.1	-48	-3%	792	19%	-26%	-0.1%	-3.8%	-9%	7%
CCn1nc(C)c(/C=N/NC(=O)Cn2nccc2C)c1C
    1.1	0	2%	631	5%	4%	2.7%[50 µM]	-8.3%	0%	7%
COc1cc(C)c(Cl)cc1S(=O)(=O)NCCN1CCOCC1
    1.1	-2	0%	684	2%	-6%	4.2%	-4.6%	-7%	-1%
CN(CCOCCOc1ccc2ccccc2c1)Cc1ccccc1
    1	0	0%	757	-2%	-3%	1.7%	-6.7%	-2%	0%
C=CCn1c(=S)[nH]c2nc3c(cc2c1=O)COC(C)(C)C3
    1	nt	2%	nt	1%	-1%	2.3%	-3.0%	-13%	1%
Cc1ccc(NC(=O)CN2C(=O)S/C(=C\c3cccn3-c3cccc(C(=O)O)c3)C2=O)c(C)c1
    0.9	nt	2%	nt	25%	-6%	0.4%	-52%	-18%	3%
CCOC(=O)CSc1nc(=O)n2ccccc2n1
    1.1	0	-1%	669	6%	-10%	0.7%	-6.5%	-6%	8%
